# Screens from PubChem BioAssay.
# KDM5B inh = blocks human KDM5B histone demethylase activity; Q9UGL1; KDM5B demethylase, FDH-coupled NADH fluorescence (FDH is formaldehyde dehydrogenase); Potency, µM (top dose mostly 57.7 µM), inactives show top-dose activity change, negative = inhibition, most hits filed as inhibitors; hit rate 2.6% among 220,000; AID 1347165; active means well fitted inhibition curve with a large enough effect; inconclusive means small, poorly fitted or top-dose-only effect; inactive means no such curve, though single readings can be large or run the other way; further: 0% is about no effect; nearly all actives have a fitted effect of over 70% in size
# Target sequence (Q9UGL1 whole entry, looked up): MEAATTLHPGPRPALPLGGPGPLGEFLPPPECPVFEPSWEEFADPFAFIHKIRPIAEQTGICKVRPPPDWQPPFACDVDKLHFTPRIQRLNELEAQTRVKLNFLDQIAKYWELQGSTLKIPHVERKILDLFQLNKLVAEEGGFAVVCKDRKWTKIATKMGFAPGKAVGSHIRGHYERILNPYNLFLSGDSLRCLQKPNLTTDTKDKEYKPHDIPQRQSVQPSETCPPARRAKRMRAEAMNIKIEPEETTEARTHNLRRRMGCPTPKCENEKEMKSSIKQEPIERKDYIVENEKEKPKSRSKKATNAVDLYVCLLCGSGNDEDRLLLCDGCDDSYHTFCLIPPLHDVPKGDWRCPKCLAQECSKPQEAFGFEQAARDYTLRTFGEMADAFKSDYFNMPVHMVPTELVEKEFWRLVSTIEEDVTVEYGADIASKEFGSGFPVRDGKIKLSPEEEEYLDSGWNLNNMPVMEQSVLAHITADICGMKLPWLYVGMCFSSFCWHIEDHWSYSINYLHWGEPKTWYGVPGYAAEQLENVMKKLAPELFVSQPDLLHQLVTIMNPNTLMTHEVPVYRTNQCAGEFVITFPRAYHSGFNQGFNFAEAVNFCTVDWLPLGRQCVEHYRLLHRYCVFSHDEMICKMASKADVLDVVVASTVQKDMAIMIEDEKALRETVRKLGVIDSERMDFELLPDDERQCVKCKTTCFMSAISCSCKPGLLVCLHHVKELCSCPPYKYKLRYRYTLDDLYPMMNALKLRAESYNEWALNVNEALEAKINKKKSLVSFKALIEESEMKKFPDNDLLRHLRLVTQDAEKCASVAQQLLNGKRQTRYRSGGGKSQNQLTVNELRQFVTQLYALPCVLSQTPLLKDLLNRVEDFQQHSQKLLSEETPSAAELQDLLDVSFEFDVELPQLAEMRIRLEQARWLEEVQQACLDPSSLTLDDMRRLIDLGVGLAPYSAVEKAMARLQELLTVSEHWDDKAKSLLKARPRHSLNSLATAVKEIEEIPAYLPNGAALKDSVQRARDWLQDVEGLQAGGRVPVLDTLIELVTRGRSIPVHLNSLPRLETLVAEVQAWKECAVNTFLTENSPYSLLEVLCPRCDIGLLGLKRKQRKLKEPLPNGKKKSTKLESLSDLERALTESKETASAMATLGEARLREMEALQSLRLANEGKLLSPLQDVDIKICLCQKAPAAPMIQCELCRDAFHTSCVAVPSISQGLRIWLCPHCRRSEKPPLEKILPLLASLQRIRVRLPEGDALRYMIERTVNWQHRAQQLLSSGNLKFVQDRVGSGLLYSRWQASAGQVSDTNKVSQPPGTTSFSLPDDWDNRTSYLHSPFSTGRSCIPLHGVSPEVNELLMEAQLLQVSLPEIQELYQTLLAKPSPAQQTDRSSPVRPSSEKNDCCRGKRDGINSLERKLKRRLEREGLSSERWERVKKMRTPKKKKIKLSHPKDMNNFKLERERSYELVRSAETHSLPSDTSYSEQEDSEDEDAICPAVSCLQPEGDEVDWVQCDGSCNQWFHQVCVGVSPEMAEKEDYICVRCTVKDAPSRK
#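 Inhibition is measured as reduced NADH fluorescence generation from FDH coupling to formaldehyde release. Truncated KDM5BΔAP at 200 nM final acts on H3K4me3 peptide (12.5 µM in substrate mix) in pH 7.5 HEPES buffer with Tween-20, 30 min, room temperature.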
# Active calls of the source: *; i = inactive; ? = inconclusive; & = joins results of further samples; [ ] = remark or other dose. Potency means the concentration at half of the fitted maximal effect.
O=C(Nc1ccc(F)c(Cl)c1)N1CCC2(CC1)SCC(=O)N2Cc1ccco1
  KDM5B inh: -19%

COCc1cc(NCc2cccnc2N(C)Cc2ccccc2)ncn1
  KDM5B inh: ?

O=C(C(=O)N1CCN(C(=O)c2cc(-c3ccc(Cl)cc3)nc3ccccc23)CC1)N1CCOCC1
  KDM5B inh: -11%

Cc1nc(-c2ccc(F)cc2)sc1CCNC(=O)C(=O)Nc1ccc2c(c1)OCO2
  KDM5B inh: 11%

O=C(OCc1cc(=O)n2nc(-c3cccs3)sc2n1)c1ccc(Cl)cc1
  KDM5B inh: -15%

Cc1cccc(/C=C/C(=O)c2ccc(-c3ccccc3)cc2)c1
  KDM5B inh: 24%

COc1ccccc1NC(=O)c1sc2ncn(Cc3ccccc3Cl)c(=O)c2c1C
  KDM5B inh: -1%

Cc1cc(C)c(S(=O)(=O)Nc2nnc(C3CCCCC3)s2)c(C)c1
  KDM5B inh: 3%

O=C(C(Sc1nc2ccccc2o1)c1ccccc1)N1CCCC1 (centres undefined)
  KDM5B inh: 13%

CCOc1ccc(N(Cc2cc3cc(C)ccc3[nH]c2=O)C(=O)c2cccc(OC)c2)cc1
  KDM5B inh: 1%

CC(C)CC(=O)NC1CCN(c2cnn(CC3CC3)c(=O)c2)CC1
  KDM5B inh: 10%

O=C1CN(CC(=O)Nc2cc(Cl)ccc2Cl)CCN1
  KDM5B inh: -7%

CCCCN(C)Cc1cc(=O)oc2cc(C)c(O)cc12
  KDM5B inh: -20%

CN(CC(=O)Nc1cccc(F)c1)C(=O)c1cn(-c2ccccc2)nc1-c1cccs1
  KDM5B inh: ?

COc1ccc(Cl)cc1C(=O)NCC(c1ccc(N(C)C)cc1)N1CCOCC1 (centres undefined)
  KDM5B inh: 1%

Cc1cc2cc(C(=O)N3C[C@H]4CC=CC[C@H]4C3)ccc2o1
  KDM5B inh: -15%

COC1CCC12CCN(Cc1cccc(C#N)c1)CC2 (centres undefined)
  KDM5B inh: -27%

CC(C)(C)C(=O)OCC1CCC[N+]2(C)CCCCC12 (centres undefined)
  KDM5B inh: -11%

C[S+](=O)([O-])N1CC2(CCN(Cc3ccc(Cl)cc3)CC2)Cc2ccccc21
  KDM5B inh: -7%[115 µM]

COc1cccc(CNS(=O)(=O)c2ccc(-c3ccc(=O)[nH]n3)o2)c1
  KDM5B inh: -4%

Cc1ccc(CCNC(=O)CN2C(=O)COc3ccc(S(=O)(=O)N4CCCCC4)cc32)cc1
  KDM5B inh: -16%

O=C(Cc1cnc(-c2ccccc2F)s1)Nc1nccs1
  KDM5B inh: -8%

COC(=O)c1ccc(COC(=O)c2c3c(nc4ccccc24)CCCC3)o1
  KDM5B inh: -8%

O=C(CCC(=O)N1CC=C(c2c[nH]c3ncccc23)CC1)c1ccc(F)cc1
  KDM5B inh: -15%

COCCc1nncn1C1CCN(C(=O)c2ccc(C)c(F)c2)CC1
  KDM5B inh: 28%

# As entered above.
# O=C(C(=O)N1CCN(C(=O)c2cc(-c3ccc(Cl)cc3)nc3ccccc23)CC1)N1CCOCC1 | KDM5B inh: -11%
# CC(C)(C)C(=O)OCC1CCC[N+]2(C)CCCCC12 (centres undefined) | KDM5B inh: -11%
# CCCCN(C)Cc1cc(=O)oc2cc(C)c(O)cc12 | KDM5B inh: -20%
# COc1cccc(CNS(=O)(=O)c2ccc(-c3ccc(=O)[nH]n3)o2)c1 | KDM5B inh: -4%

# Sorted by value in KDM5B inh (falling): 3 of the compounds above
COC(=O)c1ccc(COC(=O)c2c3c(nc4ccccc24)CCCC3)o1
  KDM5B inh: -8%

CC(C)(C)C(=O)OCC1CCC[N+]2(C)CCCCC12 (centres undefined)
  KDM5B inh: -11%

Cc1cc2cc(C(=O)N3C[C@H]4CC=CC[C@H]4C3)ccc2o1
  KDM5B inh: -15%

# Returning to the listing with the 4 entries that preceded the break.
O=C(Cc1cnc(-c2ccccc2F)s1)Nc1nccs1
  KDM5B inh: -8%

COC(=O)c1ccc(COC(=O)c2c3c(nc4ccccc24)CCCC3)o1
  KDM5B inh: -8%

O=C(CCC(=O)N1CC=C(c2c[nH]c3ncccc23)CC1)c1ccc(F)cc1
  KDM5B inh: -15%

COCCc1nncn1C1CCN(C(=O)c2ccc(C)c(F)c2)CC1
  KDM5B inh: 28%

CC(C)c1noc(-c2cn(C3CCN(C(=O)c4ccc5ccccc5n4)C3)nn2)n1 (centres undefined)
  KDM5B inh: 10%

COCc1nc(C2CCN(C(=O)C3CC3)C2)no1 (centres undefined)
  KDM5B inh: 2%

CCC(C)C(=O)Nc1c(C(=O)OC)n(CC2CCCO2)c2ncc(NC(C)CCO)cc12 (centres undefined)
  KDM5B inh: 6.3µM*

Nc1nc(SCC(=O)NCc2ccccc2Cl)n[nH]1
  KDM5B inh: 23%

CCCCCCOc1ccc(NC(C)=O)cc1
  KDM5B inh: 5%

COc1ccc(-c2ccnc3nc(Cc4cc(F)cc(F)c4)nn23)c(F)c1
  KDM5B inh: i

CCc1ccc(-n2c(SCc3cccc(F)c3)nc3[nH]ncc3c2=O)cc1
  KDM5B inh: -25%

Cc1ccc(-c2nc3scc(CCNS(=O)(=O)c4ccc(F)c(C)c4)n3n2)cc1
  KDM5B inh: -9%

CC#CC(=O)N1CCCCC1C(=O)Nc1ccc(-n2nc(C)cc2C)cc1 (centres undefined)
  KDM5B inh: -13%

CC(C)Nc1nnc(SCc2nc(-c3ccccc3Cl)no2)s1
  KDM5B inh: -6%

O=[N+]([O-])c1ccccc1/C=C/C=N/Nc1ccc(S(=O)(=O)Nc2ccccc2)cc1[N+](=O)[O-]
  KDM5B inh: 36%[activator]

COc1ccccc1N1C(=O)c2ccccc2NC1c1cn(C)c(=O)n(C)c1=O (centres undefined)
  KDM5B inh: 5%

O=C(c1ccc(C(F)(F)F)cc1)N1CCC(c2n[nH]c(=O)n2Cc2ccc(F)cc2)CC1
  KDM5B inh: 14%

O=c1oc2ccccc2c(NC2CCCC2)c1NS(=O)(=O)c1ccc(F)c(F)c1
  KDM5B inh: 21%

Cc1ccc(OCc2nc(-c3ccc(C(=O)N4CCN(c5cc(Cl)ccc5C)CC4)cc3)oc2C)cc1
  KDM5B inh: 7%

Cc1ccc2c(=O)cc(C(=O)NCC(c3cccs3)N3CCCCCC3)oc2c1 (centres undefined)
  KDM5B inh: 3%

[O-][n+]1c2ccccc2[n+]([O-])c2cc(O)ccc21
  KDM5B inh: -35%

COCCN1C(=O)CS(=O)(=O)C12CCN(C(=O)c1ccc(C)s1)CC2
  KDM5B inh: -12%

CCOC(=O)c1nc(NCc2ccc(Cl)cc2)c2c(C)noc2n1
  KDM5B inh: -21%

CCOc1ccc(CN2CCN(c3ncnc4scc(-c5ccccc5)c34)CC2)cc1
  KDM5B inh: 0%

CN(CC(=O)NCc1ccc(Cl)cc1)S(=O)(=O)c1ccc2[nH]c3c(c2c1)CCCC3
  KDM5B inh: ?

NS(=O)(=O)c1ccc(CCNCc2ccccc2OCc2ccc(F)cc2)cc1
  KDM5B inh: 22%

O=S(=O)(Cc1ccc(F)cc1)N1CCC(C2CCNC2)CC1 (centres undefined)
  KDM5B inh: -4%

Brc1cc2c(cc1CSc1ccccn1)OCCO2
  KDM5B inh: 16%

CCCn1c(SCc2nc(-c3ccccc3OCC)no2)nnc1-c1ccc(Cl)cc1
  KDM5B inh: -19%

Cc1c(CCC(C)C)c(=O)oc2cc(OCCC(C)C)ccc12
  KDM5B inh: 11%

NS(=O)(=O)c1ccc(NC(=O)c2csnn2)cc1
  KDM5B inh: ?

Cc1cn2nc(C(=O)NCc3ccncc3)cc2c(=O)[nH]1
  KDM5B inh: ?

CN1C(=O)[C@H]2CN(Cc3ccc(C(F)(F)F)cc3)C[C@H]2C1=O
  KDM5B inh: 9%

COc1ccc(CC(=O)NC(C)C(=O)N2CCN(c3ccccn3)CC2)cc1 (centres undefined)
  KDM5B inh: 32µM*

COc1ccc(OCC(=O)Nc2nc(-c3ccc(Br)cc3)ns2)cc1
  KDM5B inh: -3%

CO[C@@H]1CO[C@H]2[C@@H]1OC[C@@H]2NC(=O)C1CCC1
  KDM5B inh: ?

CCN(C(=O)c1ccco1)c1nc(-c2ccc(C)cc2)cs1
  KDM5B inh: 0%

COc1ccccc1N1CCN(C(=O)COCC(=O)NCCc2ccccc2)CC1
  KDM5B inh: -20%

COc1cccc(-c2nc3cnccn3c2NCCC(=O)N2CCCC(C)C2)c1 (centres undefined)
  KDM5B inh: 28µM*

COc1ccc(CN2C[C@@H](F)[C@@H](OCc3nc4ncccc4[nH]3)C2)cc1
  KDM5B inh: -13%[86.2 µM]

CCCOc1ccc(/C=C/C(=O)Nc2sc(C)c(C)c2C(=O)OCC)cc1OC
  KDM5B inh: ?

Cc1ccc(NC(=O)N[C@@H]2C=C(C(=O)NCCC(N)=O)C[C@@H](O)[C@@H]2O)cc1
  KDM5B inh: ?

Cc1ccc2c(c1)CCCN2C(=O)c1cnc2c(cnn2C(C)C)c1
  KDM5B inh: 14%

O=C(c1ccc(Cl)cc1)N1CC2(CCN(C3CCCCC3)CC2)Cc2ccccc21
  KDM5B inh: -3%[115 µM]

Cn1c(=O)c2c(ncn2Cc2nc(-c3cccc(Cl)c3)no2)n(C)c1=O
  KDM5B inh: 6%

O=C(Cn1ccc2ccc(Cl)cc21)Nc1ccc2c(c1)OCCO2
  KDM5B inh: 16%

Cn1c(=O)c2c(ncn2Cc2ccc(Cl)c(Cl)c2)n(C)c1=O
  KDM5B inh: 11%

O=C(O)Cn1nc(COc2ccc(F)cc2)nc1CN1CCCCCC1=O
  KDM5B inh: -5%

O=C(CCC[C@H]1NC[C@@H]2CC1CN(Cc1ccccc1)C2)NCCCc1ccccc1
  KDM5B inh: 7.1µM*

CC(C)c1ccc(-c2csc(Nc3ccc(S(N)(=O)=O)cc3)n2)cc1
  KDM5B inh: ?

CCOc1ccc(-c2nonc2NC(=O)c2ccc(C)cc2)cc1OCC
  KDM5B inh: -19%

CC(=O)c1ccc(NC(=O)c2nc(-c3ccccc3)n(-c3ccccc3)n2)cc1
  KDM5B inh: ?

Cn1cnc2c1c(=O)n(CC(=O)Nc1ccc(S(=O)(=O)N3CCCCCC3)cc1)c(=O)n2C
  KDM5B inh: 16%

Cc1cc(C)cc(NC(=O)CCS(=O)(=O)c2cccc3nsnc23)c1
  KDM5B inh: -22%

# Ordered by heavy-atom count (smallest number first): some entries from above.
NS(=O)(=O)c1ccc(NC(=O)c2csnn2)cc1
  KDM5B inh: ?

Cc1cn2nc(C(=O)NCc3ccncc3)cc2c(=O)[nH]1
  KDM5B inh: ?

O=S(=O)(Cc1ccc(F)cc1)N1CCC(C2CCNC2)CC1 (centres undefined)
  KDM5B inh: -4%

Cc1c(CCC(C)C)c(=O)oc2cc(OCCC(C)C)ccc12
  KDM5B inh: 11%

CC(C)c1ccc(-c2csc(Nc3ccc(S(N)(=O)=O)cc3)n2)cc1
  KDM5B inh: ?

O=C(CCC[C@H]1NC[C@@H]2CC1CN(Cc1ccccc1)C2)NCCCc1ccccc1
  KDM5B inh: 7.1µM*

CCOc1ccc(N(Cc2cc3cc(C)ccc3[nH]c2=O)C(=O)c2cccc(OC)c2)cc1
  KDM5B inh: 1%

# Following part:
COc1ccc(OC)c(-n2nnc(-c3nc(-c4cc(OC)c(OC)c(OC)c4)no3)c2C)c1
  KDM5B inh: 1%

COc1ccc(/C=C/c2nc(C#N)c(N3CCN(C(C)=O)CC3)o2)cc1
  KDM5B inh: ?

c1cc2nncn2nc1NC1CCCCC1
  KDM5B inh: -23%

O=C(O)C12CC3CC(C1)CC([N+](=O)[O-])(C3)C2
  KDM5B inh: 16%

CCOc1ccc(-n2nc3ccc(NC(=O)Cc4ccccc4)cc3n2)cc1
  KDM5B inh: ?

O=C(CSc1nc2ccc(NC(=O)c3ccc(F)cc3)cc2s1)NC1CCCCC1
  KDM5B inh: ?

Cc1cc(N2C[C@H]3CN(C(=O)CN(C)C)C[C@@]3(C(=O)O)C2)nc(N)n1
  KDM5B inh: -23%

O=C(c1ccc(C(F)(F)F)cc1)N1CCC2(C1)C(=O)N(CCc1ccccc1)c1ccccc12 (centres undefined)
  KDM5B inh: -22%&-13%

Cc1nc(NC(=O)C(C)(C)C)ccc1I
  KDM5B inh: -9%

CCc1nc(Nc2ccc(F)cc2)c2oc3ccccc3c2n1
  KDM5B inh: ?

CC(OC(=O)c1ccc2c(c1)NC(=O)CS2)C(=O)NC(C)(C)C (centres undefined)
  KDM5B inh: 21%

Cc1ccc(CNC(=O)c2cccc(-c3cnc4ccccc4c3)c2)cc1
  KDM5B inh: 2%

O=C(NC(O)C(=O)c1ccc(F)cc1)c1ccccc1 (centres undefined)
  KDM5B inh: 10%

CCSc1ncc(Cl)c(C(=O)N(Cc2ccccc2)Cc2ccco2)n1
  KDM5B inh: ?

Cc1cc(C)cc(NC(=O)Cn2c(=O)n(CC(=O)NCCc3ccccc3)c(=O)c3ccccc32)c1
  KDM5B inh: -13%

Cc1c(-c2ccc(F)cc2)[nH]c2ccc(CNC(=O)c3ccc(CO)o3)cc12
  KDM5B inh: 22µM*

O=C(CSc1ncc2c(n1)-c1cc(Cl)ccc1N(Cc1ccccc1)S2(=O)=O)NCc1ccccc1
  KDM5B inh: ?

COc1cccc(C(CC(=O)NCC(C)C)c2c[nH]c3ccccc23)c1 (centres undefined)
  KDM5B inh: -3%

O=C(O)CC1(CC(=O)N2CCC(Cc3ccccc3)CC2)CCCC1
  KDM5B inh: 23%

CC(=O)N1CCC(NC[C@H]2O[C@H](Cc3cc(-c4cccc(O)c4)on3)CC[C@@H]2O)CC1
  KDM5B inh: -27%[86.2 µM]

CN(C)C[C@@H]1CN(C)C[C@H]1NS(=O)(=O)c1ccc(Cl)cc1
  KDM5B inh: -6%

CSc1ccc(C=Nc2cccc(Cl)c2C)cc1
  KDM5B inh: ?

Cc1ccc(NC(=O)Cn2nnc(C(=O)NCc3cccs3)c2N)cc1Cl
  KDM5B inh: 3%

Cc1coc2cc3o/c(=N/O)c4c(c3cc12)CCCC4
  KDM5B inh: 18%

# A portion of the library. The share of hits here may be higher or lower than overall.
